Jurkat viability – cytotoxicity toward Jurkat cells | 56,000 compounds, 1.2% hits | Jurkat E6.1 viability, ATP luminescence, 48 h | inhibition, % at 4 µM;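 active = inhibition above the mean inhibition of all tested compounds plus 3 SD, cut at about 28% in these data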
ROCK2 blocker – blocks human Rho kinase 2 activity; O75116; 60,000 compounds, 0.35% hits; purified ROCK2, Kinase-Glo ATP depletion luminescence; inhibition, % at 6 µM;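 active = inhibition above the screen-wide mean inhibition plus 3 SD, cut at about 18% in these data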;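 also: plate controls were DMSO wells for no effect and Y-27632 control wells after no-enzyme background subtraction for full effect; many of its hits are not listed in these tables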
Target sequence (O75116 whole entry, looked up): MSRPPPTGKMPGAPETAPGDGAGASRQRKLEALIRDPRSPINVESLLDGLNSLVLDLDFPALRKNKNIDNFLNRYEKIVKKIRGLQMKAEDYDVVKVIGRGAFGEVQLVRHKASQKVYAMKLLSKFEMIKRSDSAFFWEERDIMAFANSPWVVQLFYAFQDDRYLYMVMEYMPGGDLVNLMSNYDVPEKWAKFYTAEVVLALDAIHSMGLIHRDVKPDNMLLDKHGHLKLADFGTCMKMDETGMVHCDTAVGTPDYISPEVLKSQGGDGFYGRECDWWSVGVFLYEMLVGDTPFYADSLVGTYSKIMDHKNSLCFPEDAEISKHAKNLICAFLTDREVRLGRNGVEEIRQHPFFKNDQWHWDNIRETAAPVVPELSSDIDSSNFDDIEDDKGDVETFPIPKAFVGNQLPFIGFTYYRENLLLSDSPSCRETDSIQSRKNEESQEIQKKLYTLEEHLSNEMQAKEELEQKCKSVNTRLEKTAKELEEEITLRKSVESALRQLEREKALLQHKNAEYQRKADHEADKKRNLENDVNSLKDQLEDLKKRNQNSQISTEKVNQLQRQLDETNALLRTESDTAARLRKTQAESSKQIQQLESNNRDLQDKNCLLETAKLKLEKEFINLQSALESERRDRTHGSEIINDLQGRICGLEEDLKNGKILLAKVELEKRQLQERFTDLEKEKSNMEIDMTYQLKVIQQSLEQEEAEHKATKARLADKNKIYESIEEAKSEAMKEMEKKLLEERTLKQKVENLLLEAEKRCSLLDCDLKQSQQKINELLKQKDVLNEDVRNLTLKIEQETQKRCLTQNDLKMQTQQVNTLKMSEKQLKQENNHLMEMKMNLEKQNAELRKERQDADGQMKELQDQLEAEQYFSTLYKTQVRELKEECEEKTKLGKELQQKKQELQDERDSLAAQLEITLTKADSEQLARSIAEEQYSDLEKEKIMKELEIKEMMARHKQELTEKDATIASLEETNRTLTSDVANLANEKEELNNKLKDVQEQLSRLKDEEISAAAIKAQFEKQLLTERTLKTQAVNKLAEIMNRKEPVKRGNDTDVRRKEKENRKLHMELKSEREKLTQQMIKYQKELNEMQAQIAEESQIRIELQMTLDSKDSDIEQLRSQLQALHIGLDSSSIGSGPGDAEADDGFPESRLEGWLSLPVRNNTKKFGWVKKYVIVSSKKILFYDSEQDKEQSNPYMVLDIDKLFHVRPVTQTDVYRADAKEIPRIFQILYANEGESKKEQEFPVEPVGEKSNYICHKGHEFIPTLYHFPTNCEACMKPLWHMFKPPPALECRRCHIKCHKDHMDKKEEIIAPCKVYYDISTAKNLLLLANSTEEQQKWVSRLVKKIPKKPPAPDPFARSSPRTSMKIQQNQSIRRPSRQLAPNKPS
PKA kinase inh – inhibitors of human protein kinase A; P17612; PKA Kemptide phosphorylation, Kinase-Glo ATP luminescence; inhibition, % at 6 µM; 65,000 compounds, 0.1% hits;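 active = inhibition above the screen-wide mean inhibition plus 3 SD, cut at about 21% in these data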; also: many of its hits are not listed in these tables
TNAP act mid DEA – activators of human TNAP at intermediate phosphate acceptor; purified TNAP, CDP-star luminescence, 100 mM DEA, 30 min; hits give high values; scale: 0 levamisole-inhibited, 1 vehicle-only enzyme; activation factor at 20 µM; 64,000 tested, under 10 active; AID 813;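 active = activation factor of at least 2 at 20 µM, relative to controls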
Cdc25B inh – inhibitors of human Cdc25B phosphatase; inhibition, %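 (compounds tested at 10 µM final in the well)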; recombinant Cdc25B, OMFP fluorescence Ex485/Em525; 65,000 compounds, 0.1% hits; in the data active = inhibition above about 50%
MKP-1 inh – blocks human MKP-1 phosphatase activity; recombinant MKP-1, OMFP hydrolysis fluorescence; AID 374; P28562; inhibition, %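 (compounds tested at a single concentration somewhere between 10 and 100 µM)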; 65,000 compounds, 0.15% hits;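 active = inhibition above about 50%, limit read from the data; inconclusive = inhibition over screen mean plus 3 SD, below that limit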;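 also: 0% = DMSO max control wells and 100% = wells with enzyme stopped by NaOH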
MMP13 inh – blocks human MMP13 activity. P45452. MMP-13 fTHP FRET cleavage, Mca fluorescence. inhibition, % at 4 µM. 65,000 compounds, 0.07% hits;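 active = inhibition above the mean of compound-free control plate wells plus 3 SD, cut at about 14% in these data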;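 also: 0% = DMSO wells and 100% = wells with reference MMP-13 inhibitor after basal subtraction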
HEK293 NFkB inh – lowers PMA/ionomycin-induced NF-kB signal in HEK293 cells; inhibition, % at 3 µM; 62,000 compounds, 0.21% hits; HEK-293 NF-kB luciferase reporter, luminescence;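 active = inhibition above the mean of all tested compounds plus 3 SD, cut at about 40% in these data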;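 also: 0% = stimulated DMSO wells and 100% = 10 µM reference inhibitor 5653914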
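Timing: 1 h pretreatment, 16 h stimulation, 37 °C; system: HEK-293 cells with stable firefly luciferase reporter driven by four HIV NF-kB elements; doses: 3 µM once, 0.30% DMSO; measured by: luciferase luminescence; control set: DMSO and 10 µM reference inhibitor; repeats: single test; reagent: PMA plus ionomycin mix as NF-kB-activating stimulus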
JNK3 blocker – blocks human JNK3 kinase activity | P53779 | 60,000 compounds, 0.61% hits | inhibition, % at 8 µM | purified JNK3 kinase activity, HTS; in the data active = inhibition above about 17%;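 also: 0% = DMSO and 100% = reference inhibitor; many of its hits are not listed in these tables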
An asterisk follows results filed as active; i = inactive; ? = inconclusive; · = not tested or not shown; [ ] = dose if it differs, or a comment.

canonical_smiles	MKP-1 inh	ROCK2 blocker	HEK293 NFkB inh	PKA kinase inh	Jurkat viability	Cdc25B inh	TNAP act mid DEA	JNK3 blocker	MMP13 inh
CCCCNC(=O)CSc1nc2ccc(N3CCOCC3)cc2c(=O)n1CCc1ccccc1	6.8	·	-6.1	-1.0	·	-4.8	0.9	·	-37.0
O=C(NCCc1ccccc1)c1cccnc1N1CCCCCC1	-12.2	3.8	10.3	7.4	-4.1	0.9	0.9	5.2	-0.3
Cc1ccc(Br)cc1S(=O)(=O)N1CCN(c2ccccc2)CC1	-9.0	0.4	10.7	-3.5	5.9	-17.4	0.9	-4.1	2.5
Cn1c(C(=O)N2CCCC2)cc2c(=O)n(C)c3ccccc3c21	2.0	8.3	2.9	4.9	-3.2	-2.0	0.9	-2.6	-2.7
CC12CCCCC1c1ccccc1C(=NCC(=O)O)N2 (configuration not stated)	2.1	-1.9	11.7	-6.0	-3.9	12.7	0.9	1.6	2.4
NC(=O)CCCCC(=O)OCCCc1cccs1	1.7	3.0	8.2	3.2	-2.6	7.8	0.9	2.8	-8.7
Cn1cccc1Cc1nnc(SCC(=O)Nc2ccc3c(c2)OCCO3)n1CCc1ccccc1	8.5	5.7	21.4	8.4	-0.3	-12.7	0.9	-1.0	-4.5
O=C1c2ccccc2C(=O)N1CSc1nnnn1-c1ccccc1	8.4	·	16.2	-3.0	·	-9.9	0.9	·	-2.3
CC(=O)NCCn1c(SCc2ccccc2F)nc2ccccc2c1=O	26.6	-8.1	6.9	-1.0	0.5	-11.3	0.9	-6.9	3.4
COc1ccc(NC(=O)C2CCCN(S(=O)(=O)c3cccc4cccnc34)C2)cc1 (configuration not stated)	0.1	-2.7	24.9	4.7	7.7	-6.0	0.9	-1.5	1.8
O=C(O)Cn1cc2c(n1)CCCC2	0.4	-2.0	-2.0	-1.1	2.3	-8.5	0.9	-5.9	0.9
COC(=O)Cn1c(CN2CCC(Cc3ccccc3)CC2)nc2c1c(=O)n(C)c(=O)n2C	-16.0	0.4	8.4	6.8	-0.8	-9.9	·	-1.4	-1.2
CCOC(=O)CSc1nnc(CNC(=O)c2cccs2)n1-c1cccc(C)c1	2.2	4.6	17.8	7.6	-3.6	-8.5	1	-3.0	-0.6
CC1(C)CC(CCNC(=O)c2ccc(-n3cnnn3)cc2)CC(C)(C)N1	-7.4	3.7	18.0	11.7	1.8	-4.1	0.9	1.9	-1.7
Cc1nc2c(C(=O)NCCc3ccccc3)c[nH]n2c(=O)c1Cl	34.0	·	17.8	9.2	·	-1.7	0.9	·	-7.8
CC(=O)NS(=O)(=O)c1ccc(NS(=O)(=O)c2ccc(F)cc2)cc1	-6.5	-3.2	3.5	2.5	-3.6	1.4	0.9	-3.9	-2.5
COc1ccc(NC(=O)C(c2ccc(OC)cc2)N(C)C(=O)CNC(C)=O)cc1 (configuration not stated)	-3.6	-1.0	-2.8	0.9	-2.1	1.1	1	-2.3	5.1
O=S(=O)(NCc1csc(-c2ccccc2)n1)c1ccc(Cl)s1	-14.3	0.8	9.5	5.7	-4.1	-6.0	0.8	2.8	-4.5
O=C(c1c(F)c(F)c(F)c(F)c1F)N1CCN(c2cccc(C(F)(F)F)c2)CC1	10.9	5.4	6.3	3.5	-12.7	1.0	1	-4.5	0.1
O=C(Nc1ccc(F)cc1)N1CCC(c2nc3c(nnn3Cc3cccc(Cl)c3)c(=O)[nH]2)CC1	?	7.2	16.2	11.1	-0.9	7.3	1	-3.6	-4.2
COc1ccc(N2CCN(c3oc(-c4ccccc4OC)nc3C#N)CC2)cc1	-1.4	5.6	21.1	6.4	-3.7	-8.3	0.9	-0.9	-4.0
O=C(NCc1ccco1)C1CCC(N2C(=O)c3ccccc3C2=O)CC1 (configuration not stated)	7.2	3.5	3.9	4.8	-5.1	-12.5	0.9	-4.8	1.9
COc1ccc(NC(=O)CN2c3cccc4cccc(c34)S2(=O)=O)cc1	-2.2	-3.0	20.0	1.1	-1.8	1.9	0.9	-0.7	-2.6
Cc1nnc(Sc2nc3c(c(=O)[nH]c(=O)n3C)n2CCc2ccccc2)s1	-5.9	4.1	-1.0	5.7	-2.2	-9.2	0.9	-0.6	3.0
CCOc1ccc(C(N)=O)cc1OC	·	·	15.4	10.4	·	·	0.9	·	3.3

The closing 5 entries of the part before come first, to join the parts.
canonical_smiles	MKP-1 inh	ROCK2 blocker	HEK293 NFkB inh	PKA kinase inh	Jurkat viability	Cdc25B inh	TNAP act mid DEA	JNK3 blocker	MMP13 inh
COc1ccc(N2CCN(c3oc(-c4ccccc4OC)nc3C#N)CC2)cc1	-1.4	5.6	21.1	6.4	-3.7	-8.3	0.9	-0.9	-4.0
O=C(NCc1ccco1)C1CCC(N2C(=O)c3ccccc3C2=O)CC1 (configuration not stated)	7.2	3.5	3.9	4.8	-5.1	-12.5	0.9	-4.8	1.9
COc1ccc(NC(=O)CN2c3cccc4cccc(c34)S2(=O)=O)cc1	-2.2	-3.0	20.0	1.1	-1.8	1.9	0.9	-0.7	-2.6
Cc1nnc(Sc2nc3c(c(=O)[nH]c(=O)n3C)n2CCc2ccccc2)s1	-5.9	4.1	-1.0	5.7	-2.2	-9.2	0.9	-0.6	3.0
CCOc1ccc(C(N)=O)cc1OC	·	·	15.4	10.4	·	·	0.9	·	3.3
Nc1nc(CN2CCN(c3ccccn3)CC2)nc(Nc2ccc(F)cc2)n1	7.3	0.3	7.3	3.7	11.2	3.6	1	7.2	-0.4
c1cncc(-c2nc3ccccn3c2Nc2ccc3c(c2)OCCO3)c1	2.0	9.8	1.3	9.3	4.2	-5.1	1	-14.1	-18.4
COc1ccc(N2CCN(CCCNS(=O)(=O)c3ccc4c(c3)oc(=O)n4C)CC2)cc1	-6.2	4.7	-8.2	5.2	-4.3	1.1	1	1.9	6.5
CC1CCCCN1C(=O)CSc1ccc(-c2ccc(F)cc2)nn1 (configuration not stated)	-1.8	1.3	8.0	8.7	-3.5	12.8	1	-2.5	2.8
N#CCSc1nc2scc(-c3cccs3)c2c(=O)n1CCc1ccccc1	3.6	1.7	7.2	14.1	-0.8	-18.6	0.9	5.2	2.8
Cc1ccc(CC2SC(=O)NC2=O)cc1Cl (configuration not stated)	8.4	·	9.9	-0.2	·	-13.4	1	·	-0.5
CCOc1ccc(-c2nnc3sc(COc4ccc(Cl)cc4)nn23)cc1	-8.0	7.5	-12.9	-1.1	0.2	-0.7	0.9	1.0	1.6
CCOCCCNC(=O)C(NC(=O)c1cnccn1)c1ccc(OC)cc1 (configuration not stated)	4.7	·	-0.4	0.4	·	13.0	1	·	2.6
CC(=O)Nc1c2c(nn1-c1cccc(Cl)c1)CS(=O)C2 (configuration not stated)	11.8	-3.3	7.9	1.2	-1.2	3.9	0.9	-4.3	-1.4
Cc1cn2c(-c3ccncc3)nnc2s1	-5.7	-9.4	·	5.2	·	0.2	0.9	1.3	-2.5
CCOc1cccc(NC(=O)C(Cc2cccs2)c2nn[nH]n2)c1 (configuration not stated)	-0.1	-2.0	16.1	0.4	5.5	-1.0	1	9.1	1.9
COc1[nH]c(/N=C/c2ccccc2)c(C#N)c1C#N	-22.9	5.8	-14.6	6.2	-3.9	3.0	0.9	6.3	5.4
CS(=O)(=O)Nc1ccc(S(=O)(=O)N2CCOCC2)cc1	-0.1	6.1	14.3	5.2	-0.6	-3.6	0.9	-2.2	-0.3
COc1ccc(CNC(=O)C2CCCN(S(=O)(=O)c3c(C)nn(C)c3C)C2)cc1 (configuration not stated)	0.0	6.3	6.1	-0.2	-3.5	-11.9	0.9	1.8	-7.3
CC(=O)NC(Cc1cnc[nH]1)C(=O)O (configuration not stated)	12.4	3.0	5.5	8.3	-24.1	-0.1	0.9	-2.9	-3.3
COc1ccccc1N1CCN(C(=O)CCNS(=O)(=O)c2ccc(Br)s2)CC1	-1.3	5.2	5.0	11.5	-6.3	-4.5	1	-0.7	-2.4
COC(=O)C(C)Oc1ccc(=O)[nH]n1 (configuration not stated)	-3.8	2.5	19.8	5.0	-10.1	-7.4	0.9	4.3	2.2
CCCOc1ccc(C2(C(=O)O)CCCC2)cc1	23.1	2.2	0.9	3.8	-1.3	-7.0	1	-2.4	-1.7
C/C(=C\c1ccco1)C1C(C#N)=C(N)OC2=C1C(=O)CC(C)(C)C2 (configuration not stated)	8.1	4.5	12.4	9.5	-6.7	-9.0	0.9	-4.8	-1.4
O=C(CCN1C(=O)C2C3C=CC(C3)C2C1=O)N1CCN(c2ccc(F)cc2)CC1 (configuration not stated)	20.2	-1.1	-0.5	-1.0	-2.8	2.4	0.9	-2.6	2.1
CCS(=O)(=O)NCCc1csc(-c2cccnc2)n1	-5.9	-0.6	8.2	5.5	3.4	2.7	1	5.4	4.3
CCOC(=O)CSc1nc2ccccc2c(=O)n1CC1CCCO1 (configuration not stated)	1.0	-1.6	1.9	-2.5	-3.4	2.2	1	2.6	-0.1
CC(C)CN1C(=O)NC(NC(=O)c2cccnc2)(C(F)(F)F)C1=O (configuration not stated)	-19.2	8.3	·	0.9	·	8.6	1	-3.3	-0.4
CCOC(=O)C1CCN(Cc2ccc(O)c(OC)c2)CC1	4.7	-1.8	3.2	-4.2	-1.7	1.9	1	-7.1	-19.9
CCN(CC)S(=O)(=O)c1ccc(F)cc1	2.3	0.9	16.3	-0.5	-3.9	-5.7	0.8	-4.9	1.5

Next structures follow.
canonical_smiles	MKP-1 inh	ROCK2 blocker	HEK293 NFkB inh	PKA kinase inh	Jurkat viability	Cdc25B inh	TNAP act mid DEA	JNK3 blocker	MMP13 inh
CNc1oc(-c2cccs2)nc1C#N	22.0	3.1	·	3.6	·	27.5	0.9	6.8	i[fluorescence artefact?]
Cc1ccc(-c2csc3n[nH]c(=S)n23)cc1	6.2	0.6	14.2	2.9	0.0	3.1	0.8	-16.4	3.8
CC(C)CCn1nc(C(=O)OC(C)C(=O)NC(N)=O)c2ccccc2c1=O (configuration not stated)	8.1	1.8	5.6	1.2	2.1	-7.5	0.9	15.5	1.1
CN1CC(=O)N(CC(=O)Nc2ccc(N(C)C)cc2)c2ccccc2C1=O	8.8	·	14.8	11.0	·	-2.4	1	·	4.1
CCOC(=O)C1CCCN(C(=O)c2cc3c(-c4cccc(OC)c4)nn(C)c3s2)C1 (configuration not stated)	-1.4	2.7	7.1	9.0	79.1*	-0.6	0.8	1.8	2.3
O=C(CCCCn1c(=O)c2ccccc2n(CC(=O)NC2CCCC2)c1=O)NCc1ccco1	10.0	1.4	18.4	5.6	-2.2	-3.9	1	1.3	0.4
COc1ccc(S(=O)(=O)N(CC(=O)N2CCN(c3ccccc3OC)CC2)c2ccccc2)cc1	5.4	4.1	0.5	4.0	9.5	-24.8	0.8	0.8	6.3
Brc1cccc(-c2nc(-c3ccncc3)no2)c1	8.8	-3.8	-0.2	-0.5	3.1	-7.1	0.9	-7.3	4.0
COc1ccc(-c2nnc(SC(C)C(=O)Nc3nccs3)n2-c2ccccc2)cc1OC (configuration not stated)	7.0	1.6	-6.3	2.2	4.1	-5.9	1	-4.8	-0.5
CSc1ccccc1NC(=O)Nc1ccccc1	5.7	-0.4	25.2	-3.6	-3.9	5.0	1	4.5	-3.1
COc1cccc(NC(=O)C(C)Oc2ccccc2)c1 (configuration not stated)	2.9	1.5	12.3	2.0	2.7	-9.1	1	3.8	2.2
Cc1c(C(=O)N(C)Cc2ccccc2)oc2ccc(S(=O)(=O)N3CCCC3)cc12	5.7	·	28.1	6.3	·	-10.2	0.9	·	5.3

Compound activity deposited in PubChem BioAssay by several laboratories.
